HepG2 viability = qHTS for Inhibitors of TGF-b: Cytotox Counterscreen; 410,000 compounds, 0.76% hits; HepG2 CAGA-GFP viability, ATP luminescence, 18 h; Potency, µM (top dose mostly 46.1 µM), inactives show at the top dose activity change, negative = cytotoxicity, usual class: cytotoxic; active = well fitted cell-killing curve with a large enough effect; inactive = no such curve, though single readings can be large or run the other way; also: some results filed as inactive show a strong effect at the top dose
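CellTiter-Glo luminescence gave cytotoxicity after 18 hours at 37 degrees C. The cells were HepG2 CAGA-GFP in 1% FBS DMEM, stimulated with 500 pg/mL TGF-beta after compound addition. %Activity was normalised to no-cell wells (complete cell-killing) and DMSO (no toxicity), and curves were fitted and classified.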
Starred values were filed as active, the others as inactive. Potency is read from the fitted curve at half-maximal effect. This is a subset, so the mix of outcomes need not match the whole.

SMILES	HepG2 viability
CCCCN(CC)C(=O)Cn1cc2c(n1)-c1c(oc(C(=O)N3CCCC3)c1C)CC2	-15%
CCOc1cc(CNC(=O)Cn2c(=O)c3cccn3c3ccc(F)cc32)cc(OCC)c1OCC	-12%
CC(C)(C)n1ncc2c(=O)n(Cc3cccc(OC(F)F)c3)cnc21	-37%
CCc1nn2c(=O)cc(COC(=O)c3cccc(NC(=O)c4cccs4)c3)nc2s1	-27%
Cc1ccc(-n2ncc3c(Nc4cccc(Cl)c4)ncnc32)c(C)c1	-62%
O=C(Cn1ccn(-c2ccc(F)c(F)c2)c(=O)c1=O)Nc1ccccc1F	-20%
COc1ccc(C)cc1NC(=O)c1oc2ccc(S(=O)(=O)N3CCC4(CC3)OCCO4)cc2c1C	-3%
CCOC(=O)C1CCN(C(=O)CSc2c3c(nc4ccc(Cl)cc24)CCCC3)CC1	-46%
O=S(=O)(Nc1c(Br)cc(Br)c2cccnc12)C1CC1	-26%
Cc1ccc(-c2c(C(=O)NCCc3ccccc3)oc(=O)c3ccccc23)cc1	-49%
Cc1ccc(F)c(C2C3C=CCC(c4ccccc4)C3C(=O)N2Cc2ccccc2)c1 (stereo not given)	-60%
CCNC(=O)Cn1nc(C)n2c(cc3c(OC)cccc32)c1=O	10%
Cc1cccc(NC(=O)CSc2nnc3[nH]c(=O)cc(C)n23)c1C	6%
COc1ccc(NC(=O)CN2C(=O)C(c3ccccc3)=NC23CCC(C)CC3)cc1Cl (stereo not given)	-36%
COc1ccc(CNC(=O)C2CCN(c3nc4ccc(C)cc4[nH]3)CC2)cc1	-29%
CC(C)CC(CSc1ccc(Br)cc1)N1CCN(CCc2ccccc2)CCC1=O (stereo not given)	-1%
CCCNC(=O)CCc1nnc2ccc(N3CCN(c4cccc(OC)c4)CC3)nn12	-1%
COCO[C@H]([C@@H](C)C=C(Br)Br)[C@@H](C)COCc1ccc(OC)cc1	-7%
CN1C(=O)CC(C(=O)Nc2ccc(C(=O)O)cc2)SC1=Nc1ccc(Cl)cc1 (stereo not given)	1%
CCOc1ccccc1NC(=O)CN1C(=O)COc2ccc(S(=O)(=O)N3CCCCCC3)cc21	-7%
Cc1cccc(N2CCN(C(=O)c3ccc(CS(=O)c4cccc(Cl)c4)o3)CC2)c1C (stereo not given)	-30%
CC(C)NC(=O)c1ccc(Cn2c(SCc3ccc(F)cc3)nc3cccnc32)cc1	-18%
CN(C)c1ccc(CNS(=O)(=O)c2ccc(-c3cc(C(F)(F)F)on3)s2)cc1	-16%
CCOC(=O)c1c(C)[nH]c(CCC(=O)NCc2ccc(N(C)C)cc2)c1C	-3%
CCn1cc(S(=O)(=O)c2cc(C)cc(C)c2)c(=O)c2cc(F)c(N3CCCC3)cc21	-3%
Cc1cccc(CC(=O)NCc2nc3cccnc3n2Cc2ccc(F)cc2)c1	-39%
COCC(=O)Nc1cccc(-c2nc3cccnc3s2)c1	-17%
CCc1nn(CC(=O)N2CCCCC2)c(=O)c2cc3sccc3n12	-8%
COc1ccc(C)cc1NS(=O)(=O)c1c(C(=O)N2CCC(C)CC2)c(C)n(C)c1C	0%
CCOc1ccc(CCNC(=O)c2cc(=O)[nH]c3ccc(S(=O)(=O)N4CCCCC4)cc23)cc1OCC	1%
COc1cccc(NC(=O)C2CCCN(c3nnc(-n4c(C)ccc4C)s3)C2)c1 (stereo not given)	-13%
CCC(=O)N1CCN(c2nc3c(C)cccc3s2)CC1	1%
COc1ccc(F)c(Cn2cnc3c(cnn3C(C)(C)C)c2=O)c1Cl	7%
CCOc1ccc(/C=C/c2nc(C#N)c(N3CCCCCC3)o2)cc1	-6%
CCOC(=O)c1ccc(N2C(=O)c3n[nH]c(-c4cccs4)c3C2c2ccc(CC)cc2)cc1 (stereo not given)	-89%
COc1ccc(-c2cc3ccc(O)c(CN4CCCC4)c3oc2=O)cc1OC	-1%
Cc1nnc(NC(=O)CSc2nnc3c(n2)[nH]c2ccccc23)s1	-8%
Cc1ccccc1CN1C(=O)c2ccccc2Sc2ccc(C(=O)NC3CCCCC3)cc21	1%
Cc1cc(Br)ccc1NC(=O)c1cc2c(s1)-c1ccccc1SC2	-9%
Cc1cc(=O)[nH]c2nnc(SCc3c(F)cccc3Cl)n12	-15%
CC(C)CC(=O)Nc1nnc(S(=O)(=O)N(CC(C)C)c2ccccc2)s1	0%
O=C(COc1cccc(Cl)c1)N1CCC(c2nc3ccccc3o2)CC1	-23%
CCOC(=O)N1CCN(/[N+]([O-])=N/Oc2ccc(C(F)(F)F)cc2[N+](=O)[O-])CC1	-21%
O=C(Cn1c2ncccc2c(=O)n1-c1ccccc1)NCc1ccccc1	-10%
Cc1ccc(-c2onc(C)c2C)cc1S(=O)(=O)Nc1ccccn1	-20%
Cc1cccc(C(c2sc3nc(-c4ccco4)nn3c2O)N2CCN(Cc3ccccc3)CC2)c1 (stereo not given)	0%
CCCCN(C)CCCNC(=O)c1cc(-c2ccc(Br)s2)nc2ccccc12	-33%
O=C(Nc1ccc2nc(SCC(=O)N3CCCC3)sc2c1)c1ccc(F)cc1	5%
CN(C)c1ccc(-c2cc(C3C4C=CCCC4(C)C(=O)N3Cc3ccccc3)ccc2F)cc1 (stereo not given)	7%
CCOC(=O)c1ccc(CN(Cc2ccc(F)cc2)S(=O)(=O)c2ccc(F)c(C(=O)Nc3ccc(Cl)cc3F)c2)cc1	1%
COc1ccc(-c2cn3c(n2)sc2cc(C(=O)NCCc4ccc(OC)cc4OC)ccc23)cc1	-2%
Cc1ccc(/C=C/c2onc(C)c2S(=O)(=O)N2CCC(C(=O)Nc3ccc(OC(F)(F)F)cc3)CC2)cc1	-34%
Cc1cccc(Nc2nc3ccccc3n3c(N)nnc23)c1	-19%
COc1ccccc1CNC(=O)c1nnn(CC(=O)Nc2c(C)cccc2C)c1N	4%
Cc1cc(N2CCN(c3ccccc3)CC2)n2cnnc2n1	-49%
CN(C)/[N+]([O-])=N/Oc1cc(O/[N+]([O-])=N/N2CCCC2CO)c([N+](=O)[O-])cc1[N+](=O)[O-] (stereo not given)	-23%
CC1=C(c2ccc(C)c(C)c2)S(=O)(=O)N=C1N1CCN(c2cccc(C(F)(F)F)c2)CC1	-13%
Cc1c(C(=O)NCc2ccccc2)sc2nc3n(c(=O)c12)CCCCC3	-2%
Cc1ccc2oc(C(=O)Nc3nc(-c4ccc(F)cc4)ns3)c(C)c2c1	-9%
Cc1ccc(Cn2c(CNC(=O)CCc3ccccc3)nc3cccnc32)cc1	-31%
The list continues.
SMILES	HepG2 viability
NC1(C(=O)O)CCCC1	-16%
COC(=O)c1ccc(NC(=O)CC2C(=O)N(c3cccc(C)c3)C(=O)N2Cc2ccco2)cc1 (stereo not given)	-20%
CC(=O)c1cccc(NC(=O)CSc2nnc3ccc(-c4ccc(C)cc4)nn23)c1	-13%
Cc1cccc(C)c1NC(=O)Cn1nnc(S(=O)(=O)c2ccccc2)c1N	-2%
Cc1ccc(CNC(=O)CCc2c(C)nn(-c3ccc(N4CCCCC4)nn3)c2C)cc1	-6%
Cc1cccc(N2CCN(C(=O)CCc3nnc4n(CC(C)C)c(=O)c5ccccc5n34)CC2)c1C	3%
O=c1oc2cc(O)ccc2cc1-c1nnc(Nc2ccccc2F)s1	4%
Cc1noc(/C=C/c2ccccc2F)c1S(=O)(=O)N1CCC(C(=O)Nc2ccc(C#N)cc2)CC1	-43%
CC(C)CCSc1nnc2n(-c3ccccc3)c(=O)c3c4c(sc3n12)CC(C)CC4 (stereo not given)	1%
CC(=O)c1cccc(NC(=O)c2ccc3nc(C(C)C)oc3c2)c1	-16%
CCOc1ccc(CCNC(=O)CCN2N=C(c3ccc(OC)cc3)CCC2=O)cc1OCC	-24%
O=C(Cn1c(=O)c2cccn2c2ccc(F)cc21)N1CCN(c2ccccc2)CC1	-10%
Cc1ccc2cc3cc(C(=O)Nc4ccc(F)cc4Cl)oc3nc2c1	-7%
Cc1ccccc1OCc1nc2c3cnn(-c4ccccc4Br)c3ncn2n1	-1%
CCCN(CCC)CCCNC(=O)C1CCN(c2nc3ccc(CC)cc3s2)CC1	-51%
COc1ccc(Cn2ccn(CC(=O)Nc3cc(C)ccc3C)c(=O)c2=O)cc1	-12%
CN(C)CCNC(=O)c1ccc2c(c1)NC(=O)C(CS(=O)(=O)Cc1cccc(Br)c1)N2 (stereo not given)	-6%
Cc1cc2ccccc2n1-c1ccc(C(=O)N2CCC(C(=O)NCc3ccc(Cl)cc3)CC2)s1	-27%
CC1CCN(S(=O)(=O)c2ccc3c(c2)N(CC(=O)Nc2ccc(F)c(Cl)c2)C(=O)CO3)CC1	-22%
O=C(CC(c1cccs1)N1Cc2ccccc2C1=O)Nc1ccc(F)c(F)c1 (stereo not given)	-3%
Cc1ccc(-n2nc3ccc(NC(=O)c4oc5ccc(C)cc5c4C)cc3n2)cc1	13%
Cc1ccc(NC(=O)CSc2nccn2C2CCCC2)cc1Cl	-27%
COc1cc(Cl)c(C)cc1NC(=O)CSCc1nc(-c2ccc(OC)c(OC)c2)no1	-22%
CCCCCOc1ccc(NC(=O)Cn2c(-c3cncs3)nc3ccccc32)cc1	-47%
COc1ccccc1-c1noc(CCCC(=O)NCc2ccco2)n1	-3%
COc1ccc(S(=O)(=O)NCC(c2ccco2)N2CCN(c3ccccc3F)CC2)cc1C (stereo not given)	-11%
COc1ccc(-c2cn3cccnc3n2)cc1NC(=O)Cc1ccccc1	2%
CCCCNC(=O)CSc1nc2cc3c(cc2c(=O)n1CCCC(=O)NCc1ccc(OC)cc1)OCO3	0%
CCCN(CCC)C(=O)Cn1c(=O)n(CCCCCC(=O)NCc2ccccc2Cl)c(=O)c2sccc21	1%
Cc1ccc(-c2noc(CNC(=O)COc3cc(C)c(Br)c(C)c3)n2)cc1	-15%
COc1cc(OC)cc(C(=O)Nc2ccc3oc(-c4cccc5c(Br)cccc45)nc3c2)c1	-2%
CCOc1ccc(NC(=O)c2c(C)oc3nc(C)nc(N4CCCC4)c23)cc1	-13%
COc1ccccc1CNC(=O)Cn1nc(C)c2nn(-c3ccc(Cl)cc3)c(C)c2c1=O	-12%
CCOc1ccccc1CNC(=O)c1oc2ccc3c(c2c1C)C(=O)CC(C)(C)O3	-1%
CCc1ccc(-n2c(=O)c3c(C)c(C(=O)N(C)C)sc3n(Cc3ccccc3F)c2=O)cc1	-13%
CCC1=Nc2cc(C(=O)NC3CCCC3)ccc2Sc2ccc(Br)cc21	-8%
Cc1ccc(CNC(=O)C2CCN(Cc3nc(-c4cccc(Br)c4)oc3C)CC2)cc1	0%
Cc1ccc(C2C=C(c3ccccc3)Nc3nc(NS(=O)(=O)c4ccc(C)cc4)nn32)cc1 (stereo not given)	-16%
Cc1ccc(OCC(=O)Nc2ccc3nc(SCC(=O)N4CCCC4)sc3c2)cc1C	-2%
CC(C)(C)c1ccc(-c2nc(NC(=O)CSc3ncnc4sc5c(c34)CCCC5)ns2)cc1	0%
CCNC(=O)c1nn(-c2ccccc2C)nc1CO	8%
COc1ccc(Cl)cc1NC(=O)CSc1c2c(nc3ccccc13)CCC2	-37%
Cc1ccc(Cl)cc1NC(=O)CCCn1c(=O)c2cccn2c2cccnc21	-8%
Cc1c(C(=O)NCCN(C)C)oc2c1-c1nn(Cc3ccccc3Cl)cc1CC2	-3%
O=C(c1ccco1)n1nc(-c2ccc(Cl)cc2)nc1NCc1ccccc1	-7%
Cc1ccc(OCC(=O)NCC2(N3CCOCC3)CCCCC2)cc1C	-34%
Cc1ccc2nc(-c3ccc(C)c(NC(=O)Cc4ccccc4)c3)oc2c1	-13%
Cc1nc(C)c(-c2ccc(SCC(=O)Nc3ccccc3F)nn2)s1	-7%
CCCCC(=O)N1C/C=C\C(c2ccc(OC)cc2)N(Cc2ccc(F)cc2)C(=O)C1C (stereo not given)	-20%
O=C(NCCCN1CCN(c2ccccc2)CC1)c1sc2ncccc2c1-n1cccc1	-17%
O=C(C1COc2ccccc2O1)N(Cc1cccnc1)c1nc2ccc(F)cc2s1 (stereo not given)	-11%
O=C(Nc1ccccc1C(=O)OCc1cc(=O)n2ccsc2n1)c1cccc(F)c1	-9%
CCCCOc1cccc(NC(=O)c2cccc(C(=O)Nc3cccc(OCCCC)c3)c2)c1	2%

Random excerpt: two entries already listed
SMILES	HepG2 viability
COc1ccc(Cl)cc1NC(=O)CSc1c2c(nc3ccccc13)CCC2	-37%
Cc1nc(C)c(-c2ccc(SCC(=O)Nc3ccccc3F)nn2)s1	-7%

A draw from above in order of molecular weight, rising.
SMILES	HepG2 viability
CCC(=O)N1CCN(c2nc3c(C)cccc3s2)CC1	1%
CC(C)(C)n1ncc2c(=O)n(Cc3cccc(OC(F)F)c3)cnc21	-37%
Cc1c(C(=O)NCc2ccccc2)sc2nc3n(c(=O)c12)CCCCC3	-2%
COc1ccc(CNC(=O)C2CCN(c3nc4ccc(C)cc4[nH]3)CC2)cc1	-29%
CCOc1ccccc1CNC(=O)c1oc2ccc3c(c2c1C)C(=O)CC(C)(C)O3	-1%
O=C(Nc1ccc2nc(SCC(=O)N3CCCC3)sc2c1)c1ccc(F)cc1	5%
CCC1=Nc2cc(C(=O)NC3CCCC3)ccc2Sc2ccc(Br)cc21	-8%
CC(C)NC(=O)c1ccc(Cn2c(SCc3ccc(F)cc3)nc3cccnc32)cc1	-18%
COc1ccccc1CNC(=O)Cn1nc(C)c2nn(-c3ccc(Cl)cc3)c(C)c2c1=O	-12%
CN(C)c1ccc(-c2cc(C3C4C=CCCC4(C)C(=O)N3Cc3ccccc3)ccc2F)cc1 (stereo not given)	7%
CCOC(=O)c1ccc(N2C(=O)c3n[nH]c(-c4cccs4)c3C2c2ccc(CC)cc2)cc1 (stereo not given)	-89%
CCOc1cc(CNC(=O)Cn2c(=O)c3cccn3c3ccc(F)cc32)cc(OCC)c1OCC	-12%
CC1CCN(S(=O)(=O)c2ccc3c(c2)N(CC(=O)Nc2ccc(F)c(Cl)c2)C(=O)CO3)CC1	-22%
COc1ccc(C)cc1NC(=O)c1oc2ccc(S(=O)(=O)N3CCC4(CC3)OCCO4)cc2c1C	-3%
